# Screening results as filed in PubChem.
# KKLEB cytotox = counter-screen for CF NF-kB inhibitors: cytotoxicity; activity change (cytotoxicity), % at 5 µM; KKLEB CF airway cells viability, ATPlite luminescence, overnight; stronger effect = lower value; cells stimulated with P. aeruginosa culture filtrate; hit rate 0.36% among 360,000;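 active means corrected activity change at or below -50% at 5 µM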
# NR2E3 ag-1 = activates human photoreceptor nuclear receptor NR2E3; Q9Y5X4; GST-NR2E3/biotin-RetCOR TR-FRET, 1536-well; inhibition of corepressor binding, % at 4.78 µM; hit rate 0.12% among 320,000; AID 2300;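 active means percent inhibition above the cutoff of mean plus 3 SD of all tested compounds, set per screening campaign, cut at about 20% in these data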;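 further: 0% = DMSO wells and 100% = biotin wells as full block of FRET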
# Target sequence (Q9Y5X4 whole entry, looked up): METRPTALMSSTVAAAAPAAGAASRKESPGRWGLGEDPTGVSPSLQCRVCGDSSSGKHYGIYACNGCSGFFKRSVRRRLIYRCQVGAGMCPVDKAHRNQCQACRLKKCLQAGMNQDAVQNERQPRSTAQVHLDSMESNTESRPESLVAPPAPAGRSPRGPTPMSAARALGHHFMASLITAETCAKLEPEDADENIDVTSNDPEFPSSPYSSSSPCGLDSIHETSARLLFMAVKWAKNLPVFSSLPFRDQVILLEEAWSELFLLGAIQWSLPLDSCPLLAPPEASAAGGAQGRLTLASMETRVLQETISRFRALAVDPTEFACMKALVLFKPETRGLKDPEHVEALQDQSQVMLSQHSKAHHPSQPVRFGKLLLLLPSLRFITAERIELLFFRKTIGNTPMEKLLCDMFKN
#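 System: GST-tagged NR2E3 plus biotinylated RetCOR corepressor; Amount: 1.35 nM GST-tagged NR2E3 final; Dosing: single nominal compound dose of 4.8 µM; Schedule: 5 h incubation at 4 °C; Technique: TR-FRET with europium anti-GST and streptavidin-D2, 340 nm excitation; Controls: biotin wells as high control, 0.6% DMSO wells as low control.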
# HIF-2a inh = inhibitors of HIF-2a; 786-0 RCC cells HIF-2a reporter, luciferase luminescence, overnight; inhibition, % at 18.8 µM; hit rate 0.72% among 360,000; AID 624352;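 active means inhibition of the luminescence signal of 40% or more relative to plate controls, in a single-dose primary screen at 18.75 µM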
# CaV13 ICDI inh = Primary screen for inhibitors of IQ motif and Ca2+-dependent inactivation inhibitor domain binding in CACNA1D, Förster resonance energy transfer in living cells, …; AID 743397; hit rate 0.098% among 340,000; HEK cells, CFP/YFP FRET ICDI-IQ, plate reader, 10 min; percent FRET-ratio fall versus neutral wells; inhibition, % at 12.3 µM;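 active means mean replicate inhibition of at least 30% and at least 1% of replicates passing that level; inconclusive means only one of the two criteria is met; inactive means neither criterion is met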;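 further: 0% = median of the neutral control wells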
# PDI inh = PDI (human) enzyme inhibition; PDI insulin aggregation turbidity, A650, 90 min; hit rate 0.052% among 350,000; inhibition, % at 10 µM; P07237;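 active means mean inhibition across replicates of 30% or more, whatever share of single replicates reach that level; inconclusive means mean inhibition below 30% while every single replicate reaches 30%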;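 further: absorbance from insulin aggregation driven by PDI reduction with DTT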
# Target sequence (P07237 whole entry, looked up): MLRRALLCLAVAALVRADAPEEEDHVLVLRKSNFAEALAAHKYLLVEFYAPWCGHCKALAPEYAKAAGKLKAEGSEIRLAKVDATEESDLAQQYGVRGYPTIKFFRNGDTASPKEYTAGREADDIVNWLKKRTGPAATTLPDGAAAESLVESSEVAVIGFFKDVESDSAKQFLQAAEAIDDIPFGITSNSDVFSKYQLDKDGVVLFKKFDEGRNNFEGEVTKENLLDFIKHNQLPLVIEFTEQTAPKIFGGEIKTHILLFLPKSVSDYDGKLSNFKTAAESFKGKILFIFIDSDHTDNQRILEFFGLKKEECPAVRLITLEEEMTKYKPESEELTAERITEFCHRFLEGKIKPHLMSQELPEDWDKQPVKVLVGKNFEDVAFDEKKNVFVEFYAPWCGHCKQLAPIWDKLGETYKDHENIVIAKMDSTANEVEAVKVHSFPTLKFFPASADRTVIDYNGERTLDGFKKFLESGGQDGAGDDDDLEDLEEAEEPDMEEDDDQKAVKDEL
# Vif imaging = inhibitors of HIV Vif | hit rate 0.35% among 340,000 | HEK293T cells, Vif self-association by quenched fluorescence, imaging, 24 h | inhibition, % at 7.49 µM; in the data active means inhibition above about 50%, passing the limit was not always enough; inconclusive means no clear call, values can overlap the other calls; inactive means below about 31%; further: some results filed as inactive read as strong as hits
# CF NFkB block = inhibitors of cystic fibrosis induced NF-kB. hit rate 0.86% among 360,000. inhibition, % at 5 µM. KKLEB NF-kB-GFP reporter, PAF-induced, GFP fluorescence overnight. AID 588850;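 active means at least 50% inhibition at 5 µM, scaled per plate between neutral and stimulator controls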;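 further: PAF is a Pseudomonas aeruginosa culture filtrate used as stimulus; plate controls were PAF-stimulated DMSO wells for no effect and unstimulated DMSO wells for full effect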
# Shn3 3UTR inh = Schnurri-3 reporter inhibition in Clone20 osteoblasts. Clone20 osteoblast Shn3 3'UTR firefly luciferase, 24 h. inhibition, % at 12.5 µM. hit rate 0.52% among 360,000;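 active means mean inhibition of at least 75% with every replicate also reaching 75%; inconclusive means mean inhibition at least 75% but some replicate below; inactive means mean inhibition below 75%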;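 further: 0% = median of neutral control wells and 100% = pilot-screen positive control compound; some compounds past the cut are filed as inactive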
# MITF TRPM1 inh = inhibitors of MITF-driven TRPM1 promoter in melanoma cells. AID 488899. SK-MEL-5 TRPM1 promoter luciferase, 24 h. inhibition, % at 12.5 µM. hit rate 0.83% among 330,000;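 active means mean inhibition across replicates of 60% or more, whatever share of single replicates reaches that level; inconclusive means some that reach 60%, reason not given; inactive means mean inhibition across replicates below 60%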; further: values of inactives mirror those of a sister screen read the other way
# NR2E3 ag-2 = human photoreceptor-specific nuclear receptor agonism; Q9Y5X4; CHO-S Gal4-NCOR/VP16-NR2E3 two-hybrid, luciferase; inhibition of corepressor binding, % at 3.98 µM; hit rate 0.35% among 360,000; AID 602229;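 active means inhibition above the mean of all tested compounds plus 3 SD, cut at about 70% in these data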;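 further: 0% = DMSO with NR2E3 transfected cells and 100% = cells lacking NR2E3 construct; higher means lower luciferase signal from less NR2E3 corepressor binding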
# Peg3 promoter = inhibitors of Peg3 promoter. HeLa PEG-Prom luciferase reporter, luminescence, overnight. inhibition, % at 20 µM. hit rate 1.7% among 360,000;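 active means inhibition of at least 50% at 20 µM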
# The depositor's hits bear a star; ? = inconclusive; · = no result given.
SMILES,KKLEB cytotox,NR2E3 ag-1,HIF-2a inh,CaV13 ICDI inh,PDI inh,Vif imaging,CF NFkB block,Shn3 3UTR inh,MITF TRPM1 inh,NR2E3 ag-2,Peg3 promoter
CCOC(=O)C(NC(C)=O)(Nc1ccc(S(=O)(=O)Nc2nccs2)cc1)C(F)(F)F (configuration not stated),9,0,17,-6,3,2,7,7,-6,-18,11
CC(C)(C)NC(=O)C(c1ccc(F)cc1)N(Cc1ccco1)C(=O)Cn1nnc(-c2cccs2)n1 (configuration not stated),-2,1,8,9,3,·,3,10,13,-2,12
COc1cc2c(cc1OC)CN(Cc1cc(=O)n3c(-c4ccccc4)csc3n1)CC2,8,-1,8,-21,-2,0,1,18,9,-8,5
CCOc1ccccc1NC(=O)CN(c1ccc(OC)cc1)S(=O)(=O)c1c(C)noc1C,-22,-1,-2,-4,4,1,32,0,5,-38,31
CC(C)CC1NC(=O)N(CC(=O)N2CCN(S(=O)(=O)c3ccc4ccccc4c3)CC2)C1=O (configuration not stated),4,1,4,-2,6,·,-11,2,2,-13,20
CCN1CCN(c2ccc(S(=O)(=O)N(CC)CC)cc2[N+](=O)[O-])CC1,8,2,2,-4,-25,5,0,-4,-9,11,13
Cc1ccccc1N=Cc1c(O)n(-c2nccs2)c(=O)c2ccccc12,-6,-1,-81,-52,-8,-2,-35,-21,0,-23,1
C=CCn1c(SCC(=O)N2CCCC2)nc2scc(-c3cccs3)c2c1=O,8,-2,24,-5,-16,-2,-11,3,9,4,17
CC(C)(O)CN(C(=O)C(c1ccccc1)c1ccccc1)C1CCCCC1,13,·,12,-6,-32,-1,-1,5,2,28,11
COc1ccc(S(=O)(=O)N(C)C[C@H]2Oc3ccc(NS(=O)(=O)c4c(C)noc4C)cc3C(=O)N([C@H](C)CO)C[C@@H]2C)cc1,-8,·,11,-10,5,-3,6,21,-3,-21,13
Cc1ccc(C(=O)N2CCCC(Nc3ccc(F)cc3)C2)cc1C (configuration not stated),-14,-3,14,-6,5,-3,16,-9,7,1,18
COc1ccc(C(=O)NCCSCc2ccc(C)cc2)cc1,3,-1,6,·,-4,-7,9,15,7,-7,15
COc1ccc(Br)cc1CN1CCN(C(=O)c2ccc(F)cc2)CC1,1,4,17,-2,-4,-5,5,4,19,-15,27
CCCCN(CC)C(=O)CSc1nc2c(sc(=S)n2-c2ccc(OCC)cc2)c(=O)[nH]1,27,·,7,0,-1,6,-2,23,-1,-8,12
CCOc1cc(NC(=S)NCCCN2CCOCC2)c(OCC)cc1NC(=O)c1ccccc1C,-6,1,11,-4,-6,11,1,11,-10,-1,9
O=[N+]([O-])c1ccc(N2CCN(c3ccccc3)CC2)nc1,-2,0,-44,-18,-1,-11,-2,-16,-16,-8,-36
CCOC(=O)CN1C(=O)N[C@@H](c2cccc(F)c2)C(C(C)=O)=C1C,2,3,19,-11,-5,2,14,-22,1,-4,3
Cc1cccc(N(C(=O)c2snc(C(N)=O)c2N)C(C(=O)NCC2CCCO2)c2cccs2)c1 (configuration not stated),0,0,9,-6,-5,-11,4,19,-2,-4,21
CC(=O)N1CCc2c(sc(NC(=O)CS(=O)(=O)c3ccc(F)cc3)c2C#N)C1,12,-3,8,-6,-6,-2,-41,-28,-2,-21,8
COc1ccc(Br)cc1/C=N/NC(=O)c1ccc(COc2ccc3c(c2)CCC3)o1,-13,-1,-26,·,-4,-6,14,-17,-12,-115,-5
CCOC(=O)C1(C(=O)OCC)NC(=O)CC1CC(C)C (configuration not stated),14,·,8,-15,3,5,12,2,4,-8,11
O=S(=O)(/C=C/c1ccccc1)N1CCN(Cc2ccccc2)CC1,0,0,12,6,-17,11,30,-26,6,-11,15
O=C(NCc1cccs1)c1cc(S(=O)(=O)N2CCOCC2)ccc1N1CCCC1,-38,-1,9,-3,2,7,8,-3,16,-19,7
CCn1cc(C(=O)NC(C)C2CC3CCC2C3)cn1 (configuration not stated),-13,3,11,-20,-4,0,8,-37,2,-17,10
COCCCn1c(SCC(=O)NC2CCS(=O)(=O)C2)nnc1-c1ccc(Cl)cc1 (configuration not stated),-2,5,6,-14,-4,43,9,-6,2,-1,1
O=C(Cc1ccccc1)NCc1n[nH]c(=S)n1-c1ccc(Br)cc1,-1,4,8,-2,-1,0,1,-14,1,-7,8
Cc1ccc(NC(=O)c2ccc(OC(=O)c3ccco3)cc2)cc1,-4,-1,-275,-8,2,25,-9,-99,-113,-70,-318
O=C(c1cc(S(=O)(=O)N2CCOCC2)ccc1F)N1CCN(Cc2ccccc2)CC1,8,1,15,-7,-3,-3,-13,10,6,-1,15
COc1ccc(CNC(=O)C[C@H]2C(=O)N(Cc3ccccc3)C[C@@H]2Cc2ccccc2)cc1,2,5,8,-10,-4,-6,10,17,10,-38,9
S=C1SCN(CC2CC2)CN1CC1CC1,1,-2,8,-5,-7,11,1,50,37,-17,-3
COc1ccc(S(=O)(=O)N2CCC(C(=O)NCC3CCCO3)CC2)cc1Cl (configuration not stated),-4,0,17,-4,1,-2,3,-13,-5,7,9
CC(=O)c1ccc(NC(=O)N[C@@H](Cc2ccccc2)C(=O)O)cc1,5,5,-8,·,-3,-7,6,-4,12,7,-7
COc1ccc(C2/C=C\CN(C(=O)Nc3ccccc3)CC(=O)N2Cc2ccc(F)cc2)cc1 (configuration not stated),-13,-4,7,-5,-5,2,-3,2,9,8,14
Cc1ccc(NC(=O)CSc2ccc3c(c2)OCCO3)c(O)c1,12,3,-41,-11,-17,-21,-16,82,23,-4,-29
Cc1nn(Cc2ccc(F)cc2)c(C)c1NC(=O)c1cnn2c1NC(c1ccccc1)CC2C(F)(F)F (configuration not stated),1,-3,4,-9,-3,·,-22,12,10,-9,27
CCOC(=O)N1CCC(NC(=O)c2cc(C(=O)NCC(OC)OC)ccc2CO)CC1,6,0,14,-5,0,4,-3,2,-2,-2,7
Cc1ccsc1C1C(C#N)=C(N)Oc2n[nH]c(C)c21 (configuration not stated),6,1,18,-7,-4,-6,-3,11,13,1,33
Cc1cc2nc(C3CCCN(C(=S)Nc4ccccc4C)C3)[nH]c2cc1C (configuration not stated),2,2,-82,-5,0,-3,-10,15,14,9,-5
Nc1nonc1C(=O)N/N=C/c1ccc(-c2ccc(Cl)c(C(=O)O)c2)o1,-10,-1,9,3,2,3,14,-3,11,-22,3
CSCc1c(C(=O)Nc2ccc3c(c2)OCO3)oc2ccccc12,-3,3,-147,-3,-1,-2,4,-15,-9,-45,-88
O=C(Cc1ccc([N+](=O)[O-])cc1)N/N=C/c1cccs1,-9,3,-8,-12,8,-3,-9,0,-9,-15,5
CCCCN1C(=O)C(CC(=O)NC2CC2)CC(C(=O)N(CC)CC)=C1C (configuration not stated),10,·,16,-5,1,-2,-17,7,·,24,3
COc1ccc(C2N(c3ccc(OC)cc3)C(=S)N3CCCN23)cc1 (configuration not stated),10,-1,-2,-3,6,30,-5,-10,-9,-28,-34
COc1ccc(NC(=S)NC(NC(=O)c2cccc(Cl)c2)C(Cl)(Cl)Cl)c([N+](=O)[O-])c1 (configuration not stated),6,0,-40,-5,-6,-3,24,33,-13,-3,34
O=C(c1ccccc1)C(Cn1cncn1)C(Sc1ccccc1)c1ccccc1 (configuration not stated),8,-1,16,-7,-23,-4,-5,-17,2,-11,25
CCCCCCn1c(COc2ccccc2F)nnc1SCC(=O)N1c2ccccc2NC(=O)C1(C)C,9,-1,0,-8,9,-18,21,68,16,-3,31
CCOc1ccc2[nH]c(=O)c(CN(CCO)C(=O)CC)cc2c1,-12,-2,16,·,?,30,-2,10,2,-5,6
CC(C)(C)C(=O)COC(=O)c1cccc(NC(=O)c2ccco2)c1,-3,-1,-104,·,5,-1,17,-16,-51,-25,-103
CCOCCCN(CC(=O)NC1CCCC1)C(=O)C(=O)Nc1ccc2c(c1)OCCO2,-5,-6,11,-3,3,-12,3,15,-6,-4,12
Cc1cccnc1NC(=O)c1ccc(C(=O)c2ccccc2)cc1,-20,2,-84,-6,-3,-2,32,0,-12,1,-35
# Next section
SMILES,KKLEB cytotox,NR2E3 ag-1,HIF-2a inh,CaV13 ICDI inh,PDI inh,Vif imaging,CF NFkB block,Shn3 3UTR inh,MITF TRPM1 inh,NR2E3 ag-2,Peg3 promoter
Cc1cc(C)n2nc(SCC(=O)N(C)C)nc2n1,12,-3,8,-7,15,·,-13,·,-4,11,7
O=C(COC(=O)C1CC1)Nc1ccccc1Sc1ccccc1,-5,5,15,4,-119,-1,9,6,-5,-15,0
Cc1n[nH]c(C)c1S(=O)(=O)N1CCc2ccccc2C1,1,6,15,-2,0,5,-24,0,4,-4,7
CC(C)(C)N1C(=O)c2c(C(=O)OCc3ccccc3)[nH]c(-c3ccccc3)c2C1=O,-9,·,-5,-3,·,-14,23,-6,·,-20,24
C=CCn1c(CCCOc2ccc(Cl)cc2Cl)nnc1SCC(=O)Nc1nccs1,-4,2,-20,-4,-2,11,-2,23,6,1,-6
CCCCOc1ccc(-c2ncc(N)cn2)cc1,0,-4,-235,-20,-2,-5,12,-80,-43,-121,-237
O=C(NCc1cccc(C(F)(F)F)c1)C1CCCN(c2ncccn2)C1 (configuration not stated),-3,1,4,-9,-73,-5,-4,11,-1,4,30
CN(C)c1ccc(S(=O)(=O)N2CCCCC2)cc1NC(=O)COc1ccccc1F,-11,3,8,1,3,10,-3,0,8,-19,14
COc1ccc(-n2nc3c(N4CCC(C(=O)NCc5ccco5)CC4)nnc(C)c3c2C)cc1,-6,0,9,·,-5,0,22,11,0,-1,-15
Cc1ccc(N=Cc2cccc(O)c2O)c(C)c1,1,0,-1,-4,-18,-21,11,15,7,-22,7
CC(=O)NCCn1c(SCC(=O)NCCc2ccc(S(N)(=O)=O)cc2)nc2ccccc2c1=O,-3,4,4,5,5,10,12,-16,2,-9,0
CC1CCCCC1NCC(=O)Nc1ccccc1C(=O)Nc1ccccc1 (configuration not stated),13,·,-5,-6,4,7,-1,4,2,11,6
COc1ccc(NC(=O)c2ccc3c(c2)OCO3)cc1Cl,6,3,-168,-5,0,-15,11,-54,-81,-140,-219
C=CCn1c(-c2ccoc2)n[nH]c1=S,6,5,8,·,-2,-3,-9,15,3,7,8
CCN(CC(=O)Nc1ccccc1OC)C(=O)CN1C(=O)NC(C)(c2ccccc2)C1=O (configuration not stated),-2,5,12,-4,-3,4,7,-4,7,8,-6
Cc1cccc(CSc2nnc(-c3ccco3)o2)c1,8,-1,-196,-4,1,3,-17,-13,-28,-28,-147
